aSyn yeast rescue – inhibitors of alpha-synuclein toxicity in yeast; S. cerevisiae alpha-synuclein toxicity rescue, BacTiter-Glo growth, 24 h; Potency, µM (highest dose often 46.1 µM), for the others: at the highest dose growth rescue (activation), actives largely listed as activators; 0.02% of 94,000 active; AID 1347070; active means well fitted activation curve with a large enough effect; inconclusive means small, poorly fitted or top-dose-only effect; further: 0% is about no effect
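Growth restoration measured by BacTiter-Glo luminescence after 24 hr at 30 deg C; alpha-synuclein yeast, raffinose-pregrown to mid-log, were added at OD600=0.02 in galactose medium onto pinned compounds.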
* marks the source's active call; other numbers are inactive results; ? = inconclusive; [ ] = dose if it differs, or a comment. Potency means the concentration at half of the fitted maximal effect.

SMILES | aSyn yeast rescue
O=C1NC(Cc2ccccc2)c2nc3cc(F)ccc3c(=O)n2-c2cc3ccccc3cc21 (stereo unspecified) | 0%
COc1cccc(NS(=O)(=O)c2ccc3[nH]cc(C(=O)N4CCCC4)c(=O)c3c2)c1 | -6%
O=C(c1cc(-c2ccc(Cl)cc2Cl)on1)N1CCCCCC1 | -19%
Cc1ccc(-n2ncc(C(=O)N3CCN(Cc4ccccc4)CC3)c2C2CCN(C(=O)OC(C)(C)C)CC2)c(C)c1 | 6%
CCN(C1CCCCC1)S(=O)(=O)CCNC(=O)c1ccc(OC)cc1 | 14%
CC1Oc2ccccc2N(CC(=O)c2cccc(Cl)c2)C1=O (stereo unspecified) | 4%
COCCCN(Cc1cc(OC)c(OC)c(OC)c1)C(=S)Nc1cccc(Cl)c1 | 0%
Cc1ccc(C(=O)NCC(=O)Nc2ccccc2C)o1 | 0%
COc1ccc(Br)cc1CNC(=O)Cc1c(C(=O)O)[nH]c2ccc(Cl)cc12 | -4%
Cc1ccnc(NC(=O)c2cccc(NC(=O)Cc3ccccc3)c2)c1 | -4%
CN(C)S(=O)(=O)c1cccc(NC(=O)c2c[nH]c3ccccc23)c1 | 8%
CC(=O)c1ccc(NC(=O)CN2C(=O)CN(C)C(=O)c3ccccc32)cc1 | -3%
COc1ccc(CCC(=O)N2CCN(S(=O)(=O)c3ccc(OC)c([N+](=O)[O-])c3)CC2)cc1 | 9%
C=CCn1c(SCCN2CCCCC2)nc2c1c(=O)[nH]c(=O)n2C | 6%
Cc1c(C(=O)Nc2cc(S(=O)(=O)N3CCOCC3)ccc2N2CCN(C)CC2)oc2ccccc12 | -1%
CCC1CN(C(=O)Nc2cc(OC)cc(OC)c2)c2ccccc2S1 (stereo unspecified) | 3%
CCCCn1c(N)c(N(CC(C)C)C(=O)c2cccc(-n3cnnn3)c2)c(=O)[nH]c1=O | -8%
O=C(Nc1ccc(Cl)c(Cl)c1)N(Cc1c[nH]c2ccccc12)C1CCCCC1 | -4%
CCC(=O)N1CCc2cc(S(=O)(=O)N3CCN(c4ccccc4F)CC3)ccc21 | 5%
Cc1cccc(Cn2c(CN3CCC(C(=O)NCc4ccccc4Cl)CC3)cc3ccccc32)c1 | -19%
COCCN(C(=O)COC(=O)c1ccccc1Nc1ccccc1)c1c(N)n(Cc2ccccc2)c(=O)[nH]c1=O | 2%
CCc1ccccc1Nc1nc2ccccc2n2cnnc12 | -17%
COc1ccccc1CC(=O)Nc1cc(C)on1 | -2%
CCOc1ccccc1NC(=O)C1CCN(S(=O)(=O)c2c(C)noc2/C=C/c2ccc(C)cc2)CC1 | -8%
Cc1nc2ccccc2c(=O)n1-c1ccc(NC(=O)c2ccc([N+](=O)[O-])cc2)cc1 | -9%

Filtered by structure, those above containing sulfur.
SMILES | aSyn yeast rescue
COc1cccc(NS(=O)(=O)c2ccc3[nH]cc(C(=O)N4CCCC4)c(=O)c3c2)c1 | -6%
CCN(C1CCCCC1)S(=O)(=O)CCNC(=O)c1ccc(OC)cc1 | 14%
COCCCN(Cc1cc(OC)c(OC)c(OC)c1)C(=S)Nc1cccc(Cl)c1 | 0%
CN(C)S(=O)(=O)c1cccc(NC(=O)c2c[nH]c3ccccc23)c1 | 8%
COc1ccc(CCC(=O)N2CCN(S(=O)(=O)c3ccc(OC)c([N+](=O)[O-])c3)CC2)cc1 | 9%
C=CCn1c(SCCN2CCCCC2)nc2c1c(=O)[nH]c(=O)n2C | 6%
Cc1c(C(=O)Nc2cc(S(=O)(=O)N3CCOCC3)ccc2N2CCN(C)CC2)oc2ccccc12 | -1%
CCC1CN(C(=O)Nc2cc(OC)cc(OC)c2)c2ccccc2S1 (stereo unspecified) | 3%
CCC(=O)N1CCc2cc(S(=O)(=O)N3CCN(c4ccccc4F)CC3)ccc21 | 5%
CCOc1ccccc1NC(=O)C1CCN(S(=O)(=O)c2c(C)noc2/C=C/c2ccc(C)cc2)CC1 | -8%

Going on with the list.
SMILES | aSyn yeast rescue
Cc1ccn2c(=O)nc(SCC(=O)N3CCCc4ccccc43)nc2c1 | -6%
Cc1ccsc1C1C(C#N)=C(N)OC2=C1C(=O)CC(C)(C)C2 (stereo unspecified) | 0%
O=C1NC(SCCCF)=N/C1=C/c1ccc(-n2cncn2)cc1 | 1%
O=C(NCCc1ccc(Cl)cc1)C(=O)NCC(c1ccco1)S(=O)(=O)c1cccs1 (stereo unspecified) | 4%
O=C(c1ccccc1)N1c2ncnn2C2(CCCCC2)[C@@H]2CCCC[C@@H]21 | -2%
Cc1cc(C)c(NC(=O)CN2C(=O)NC3(CCCc4ccccc43)C2=O)c(Cl)c1 (stereo unspecified) | 2%
CS(=O)(=O)c1ccccc1C(=O)N(CCC1=CCCCC1)c1c(N)n(Cc2ccccc2)c(=O)[nH]c1=O | -5%
CCOC(=O)C1=C(COC(=O)c2cc([N+](=O)[O-])ccc2Cl)NC(=O)NC1C (stereo unspecified) | 3%
COc1ccc(C2CC(=O)Nc3c2c(=O)nc2c(C)cccn32)cc1 (stereo unspecified) | 4%
COC(=O)CC1Oc2ccccc2-n2cc(-c3ccccc3)nc21 (stereo unspecified) | -2%
CCC1CCCCN1S(=O)(=O)c1ccc(NC(=O)c2cc(=O)c3ccccc3o2)cc1 (stereo unspecified) | 1%
COc1ccc(-n2c(Cc3cccn3C)nnc2SCC(=O)Nc2ccc(F)cc2F)cc1 | 9%
NS(=O)(=O)c1cccc(NC(=O)c2cc3ccccc3o2)c1 | 4%
O=C(Nc1ccc(Cl)cc1)c1cc(S(=O)(=O)N2CCCCC2)ccc1N1CCOCC1 | 7%
Cc1cc(=O)n(Cc2ccccc2)c2c1c(C)nn2C | 6%
COc1ccccc1NS(=O)(=O)c1cc(NC(=O)CCC(=O)c2cccs2)ccc1Cl | 3%
Fc1ccccc1C(NCCc1ccc(Cl)cc1)c1nnc(-c2ccccc2)o1 (stereo unspecified) | 22%
Cc1nc(CN2CCN(Cc3nc(C(c4ccccc4)c4ccccc4)no3)CC2)cs1 | -1%
CCCCCN1C(C(=O)c2ccccc2)=C(OC(=O)CC)c2ccccc2S1(=O)=O | 9%
CC(=O)OC(COc1ccc(F)cc1)Cn1cnc2ccccc21 (stereo unspecified) | 13%
Cc1n[nH]c(C)c1S(=O)(=O)N1CCCC(C(=O)Nc2ccc(Cl)cc2)C1 (stereo unspecified) | -11%
CCOc1ccc(NC(=O)c2cnc3sc(N4CCOCC4)nn3c2=O)cc1 | -3%
CCN(CC)c1cc2c(cc1F)c(=O)c(S(=O)(=O)c1ccc(OC)cc1)cn2CC | 4%
COc1cccc(N2CCN(C(=O)CN(c3ccc(C)cc3)S(=O)(=O)c3c(C)n[nH]c3C)CC2)c1 | 13%
CCN(Cc1ccccc1)C(=O)CCS(=O)(=O)c1ccc2c(c1)oc(=O)n2C | -9%

Of the compounds above, these have two or more sulfur atoms.
SMILES | aSyn yeast rescue
O=C(NCCc1ccc(Cl)cc1)C(=O)NCC(c1ccco1)S(=O)(=O)c1cccs1 (stereo unspecified) | 4%
COc1ccccc1NS(=O)(=O)c1cc(NC(=O)CCC(=O)c2cccs2)ccc1Cl | 3%

New compounds follow:
SMILES | aSyn yeast rescue
CCOc1ccc(NC(=O)N2CCC(NC(=O)C(Cc3ccccc3OC)NC(C)=O)CC2)cc1 (stereo unspecified) | 4%
COc1ccc(-c2nc(CS(=O)(=O)CC(=O)NCc3cccc(F)c3)c(C)o2)cc1 | 4%
O=C(NCc1ccccc1)c1cccc(NC(=O)N2CCSc3ncccc32)c1 | 3%
CCOCCCNC(=O)CN(c1cc([N+](=O)[O-])ccc1OC)S(C)(=O)=O | -4%
Cc1ccc(NC(=O)CN2C(=O)NC3(CCc4ccccc43)C2=O)cc1S(=O)(=O)N1CCCCC1 (stereo unspecified) | -2%
Cc1ccc(C(=O)NCC(c2cccs2)S(=O)(=O)c2ccccc2)cc1C (stereo unspecified) | 5%
CNc1ccc2c3c(cccc13)C(=O)N(C)C2=O | 7%
Cc1c(C)n(-c2ccc(Cl)cc2)c2ncnc(N)c12 | -7%
O=C(CSCc1ccccc1)Nc1cccc(F)c1 | 3%
Cc1cccc(NC(=O)Nc2ccc(F)cc2)n1 | 0%
CC(C)OC(=O)/C(C#N)=C/c1ccc(-c2ccc(Cl)c(Cl)c2)o1 | 2%
COc1cccc(NC(=O)C2CCC(CNS(=O)(=O)c3ccc4c(c3)CC(C)N4C(C)=O)CC2)c1 (stereo unspecified) | 1%
O=C(C1CCCCN1S(=O)(=O)c1ccc(F)cc1)N1CCN(c2ccccc2F)CC1 (stereo unspecified) | -3%
CC(=O)N1CCc2c(sc3c2c(=O)n(-c2ccccc2)c(=O)n3CC(=O)c2ccc(F)cc2)C1 | 6%
O=C(/C=C/Nc1ccc(S(=O)(=O)Nc2ncccn2)cc1)c1cccs1 | 9%
Cc1ccccc1Cn1cc(NC(=O)c2cc(-c3ccc(Cl)cc3)on2)cn1 | -15%
Cc1ccc2c(=O)cc(C(=O)Nc3ccc(S(=O)(=O)N(C)Cc4ccccc4)cc3)oc2c1 | -8%
Cc1ccc(C)c(N2CCN(S(=O)(=O)c3ccc(C(=O)N(C)C)s3)CC2)c1 | 3%
COc1ccc(C(=O)Nc2cc([N+](=O)[O-])ccc2N2CCCC2)cc1 | 1%
CNC(=O)c1cccc(NC(=O)C(C)c2ccc3cc(OC)ccc3c2)c1 (stereo unspecified) | 3%
CCOCCCNC(=O)C(NC(=O)c1ccccc1O)c1ccc(C)cc1 (stereo unspecified) | -4%
Cc1ccc(S(=O)(=O)NCCC(=O)NCc2ccccn2)cc1 | -4%
CCCC(=O)Nc1nn(CC)c2nc3ccc(C)cc3cc12 | 7%
COc1cccc(C(c2sc3nc(-c4ccco4)nn3c2O)N2CCN(c3ccccc3F)CC2)c1 (stereo unspecified) | ?
O=C(O)C1=CCC=CC1C(=O)O (stereo unspecified) | -4%

Three structures from above, arranged by heavy-atom count, lowest first.
SMILES | aSyn yeast rescue
CC(C)OC(=O)/C(C#N)=C/c1ccc(-c2ccc(Cl)c(Cl)c2)o1 | 2%
COC(=O)CC1Oc2ccccc2-n2cc(-c3ccccc3)nc21 (stereo unspecified) | -2%
Cc1nc(CN2CCN(Cc3nc(C(c4ccccc4)c4ccccc4)no3)CC2)cs1 | -1%

Next compounds follow:
SMILES | aSyn yeast rescue
Cc1ccc(OCCCn2c(CCNC(=O)C3CCCCC3)nc3ccccc32)c(C)c1 | -9%
CCOc1ccc(Cl)cc1S(=O)(=O)N1CCC(C(=O)NCc2ccco2)CC1 | 12%
CN(C)CCCNC(=S)/N=c1\sccn1Cc1ccccc1Cl | 3%
CC(C)C(O)(C#CCN1CCCCCC1)c1ccccc1 (stereo unspecified) | 0%
Cc1ccc(C)c(Nc2nnc(-n3nc(C)cc3C)c3ccccc23)c1 | -5%
COc1ccc(S(=O)(=O)N(CCc2ccccc2)CC(=O)Nc2cccc(OC)c2)cc1 | -2%
C/C(N)=C(/C#N)C(=O)COC(=O)c1cc(-c2cccc3ccccc23)nc2ccccc12 | -6%
CCOC(=O)c1ccc(NC(=O)C(=O)NCc2ccco2)cc1 | 0%
CCn1c(O)c(N=NC(=O)C(O)c2ccccc2)c2ccccc21 (stereo unspecified) | 11%
CCOC(=O)C1CCN(C(=O)c2ccc(OCC(=O)N3CCOCC3)c(OC)c2)CC1 | -2%
O=S(=O)(c1ccc(F)cc1)N(CC(O)Cn1c2ccccc2c2ccccc21)c1ccccc1 (stereo unspecified) | ?
O=C(NCc1cc(C(F)(F)F)ccc1Cl)c1cccc2c1C(=O)c1ccc(N3CCC(N4CCCCC4)CC3)cc1S2(=O)=O | -4%
Cc1ccc(Nc2cc(C)c(C#N)c3nc4ccccc4n23)c(C)c1 | -7%
O=C(Cn1c(=O)nc(-c2ccccc2)c2ccccc21)NCc1ccccc1Cl | 0%
Cc1ccc(C)c(S(=O)(=O)N2CCN(C(=O)Cc3ccc(S(=O)(=O)N4CCOCC4)s3)CC2)c1 | -4%
Nc1ccc(N2CCCCC2)c(S(=O)(=O)Nc2ccc(Cl)cc2)c1 | 8%
O=C(c1ccco1)C(O)c1ccco1 (stereo unspecified) | 0%
CC(=O)Nc1ccc(NC(=O)C(C)OC(=O)CCC2CCCC2)cc1 (stereo unspecified) | 2%
O=C(CCCc1c[nH]c2ccccc12)NCC1COc2ccccc2O1 (stereo unspecified) | 10%
COc1ccc(C(=O)NCCS(=O)(=O)NCCc2ccccc2)cc1 | 0%
Cc1ccc(/C=C/C(=O)Nc2ccc3nc(N4CCC(C)CC4)cc(C)c3c2)cc1 | -59%[inhibitor]
Cc1cc(C)nc(NS(=O)(=O)c2ccc(NC(=O)c3ccc4c(c3)OCCO4)cc2)n1 | -5%
Nc1nc(N)c2cc(CNc3ccc(Cl)c(Cl)c3)ccc2n1 | 1%
COc1ccc(NC(=O)c2ccccc2-c2ccc(C(F)(F)F)cc2)cc1S(=O)(=O)N1CCOCC1 | 1%
Cc1ccc(C(C(=O)NC2CCCCC2)N(Cc2cccnc2)C(=O)c2csnn2)cc1 (stereo unspecified) | -10%
Continued:
SMILES | aSyn yeast rescue
COc1cccc(N2CC(NC(=O)Cc3cccs3)CC2=O)c1 (stereo unspecified) | -6%
Cc1cc2cc3c(=O)[nH]c(=O)cc-3n(CC(O)C(O)C(O)CO)c2cc1C (stereo unspecified) | -15%
COc1cccc(/C=C/c2nc(C#N)c(N(C)Cc3ccccc3)o2)c1 | -9%
COc1ccccc1-c1noc2c1C(=O)NCC2 | 0%
CCOc1nc(-c2ccccc2Cl)nc2ccccc12 | -1%
CC(C)(C)c1ccc(-c2nc(S(=O)(=O)c3ccccc3)c(N3CCOCC3)o2)cc1 | ?
COc1cc(NC(=O)CSc2nc(-c3ccco3)cc(C(F)(F)F)n2)cc(OC)c1OC | -1%

Of the compounds above, these contain a COOH group.
SMILES | aSyn yeast rescue
COc1ccc(Br)cc1CNC(=O)Cc1c(C(=O)O)[nH]c2ccc(Cl)cc12 | -4%
O=C(O)C1=CCC=CC1C(=O)O (stereo unspecified) | -4%

Source: PubChem

Some of the compounds tested; count on the stated rates, not on these rows.
